# Screens from PubChem BioAssay.
# Mito fusion act – mitochondrial division inhibition or fusion activation. S. cerevisiae fusion-defective mutant growth rescue, CellTiterGlo 48 h. Potency, µM (doses to about 46.1 µM), for the others: at the highest dose growth rescue (activation), actives largely listed as activators. actives 0.23% (n = 320,000). AID 485298;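 note: potency is the fitted concentration of half-maximal effect; % of control where 0% means no effect; nearly all actives have a fitted effect of over 45% in size; temperature-sensitive fusion mutants such as fzo1-1 at 37 °C on non-fermentable ethanol glycerol medium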
#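 S. cerevisiae fusion-defective temperature-sensitive mutants (e.g. fzo1-1, mgm1-5) grown 48 h at 37C in YPEG (ethanol/glycerol non-fermentable) medium with 23 nl compound per well; growth rescue read as CellTiterGlo luminescence.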
# TSG101-PTAP inh – blocks PTAP/TSG101 interaction to inhibit HIV-1 budding. AID 493005. 340,000 tested, under 10 active. Fluorescence polarization, FITC-PTAP peptide / Tsg101 binding. Potency, µM (doses to about 115 µM), inactives show top-dose activity change, negative = inhibition, hits mostly inhibitors; active = well fitted inhibition curve with a large enough effect in the main read-out, with a control signal flat, not every such curve was filed as active; inconclusive = small, poorly fitted or top-dose-only effect, or effect the other way, or a change in a side signal; inactive = no such curve, though single readings can be large or run the other way; note: potency is the fitted concentration of half-maximal effect; % of control where 0% means no effect
#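 Compounds were pin-transferred onto Tsg101 binding domain (10 uM final) in HEPES pH 7.5 buffer, then FITC-PTAP peptide was added at 50 nM final. After 20 min at RT, polarization reported peptide displacement across a qHTS concentration series.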
# a7 integrin act – activates integrin-mediated alleviation for muscular dystrophy | alpha7betagal myoblasts, beta-gal FDG fluorescence, 48 h | Potency, µM (series often up to 38.3 µM), inactives show at the top dose activation, usual class: activators | actives 0.064% (n = 350,000);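 note: potency is the fitted concentration of half-maximal effect; 100% = response of the positive control SU9516; nearly all actives have a fitted effect of over 60% in size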
#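 alpha7betagal+/- myoblasts (passage 13, 250/well) treated 48 h at 37C with compounds at 1:260 dilution of DMSO stock. Lysed, then beta-galactosidase activity read as FDG fluorescence (ex 480/em 540) after 30 min, with pre-read for autofluorescence.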
# ASM inhibitor – human S-ASM enzyme inhibition | P17405 | placental ASM, HMU-PC fluorogenic substrate, 60 min | actives 0.006% (n = 340,000) | Potency, µM (top dose mostly 57.5 µM), for the others: at the highest dose activity change, negative = inhibition, usual class: inhibitors; note: potency is the fitted concentration of half-maximal effect
#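 Human placenta-derived ASM preincubated with compound 10 min at room temperature, then reacted with 9 uM (final) fluorogenic HMU-PC substrate for 60 min at 37 C. Stop solution raises pH to 10; fluorescence read at Ex 386/Em 447 nm.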
# Menin-MLL TR inh – displaces Texas Red mutant MLL peptide from human menin; O00255; Menin + Texas Red MLL mutant peptide, fluorescence polarization; Potency, µM (doses to about 61.6 µM), without a hit: top-dose FP activity change, negative = inhibition, most hits filed as inhibitors; actives 0.23% (n = 270,000); AID 1768; active = well fitted inhibition curve with a large enough effect in the polarisation, with a control signal flat, not every such curve was filed as active; inconclusive = small, poorly fitted or top-dose-only effect, or effect the other way, or a change in a side signal; inactive = no such curve, though single readings can be large or run the other way; the % refers to the polarisation; note: potency is the fitted concentration of half-maximal effect; % of control where 0% means no effect; many of its hits are not listed in these tables
# Target sequence (O00255 whole entry, looked up): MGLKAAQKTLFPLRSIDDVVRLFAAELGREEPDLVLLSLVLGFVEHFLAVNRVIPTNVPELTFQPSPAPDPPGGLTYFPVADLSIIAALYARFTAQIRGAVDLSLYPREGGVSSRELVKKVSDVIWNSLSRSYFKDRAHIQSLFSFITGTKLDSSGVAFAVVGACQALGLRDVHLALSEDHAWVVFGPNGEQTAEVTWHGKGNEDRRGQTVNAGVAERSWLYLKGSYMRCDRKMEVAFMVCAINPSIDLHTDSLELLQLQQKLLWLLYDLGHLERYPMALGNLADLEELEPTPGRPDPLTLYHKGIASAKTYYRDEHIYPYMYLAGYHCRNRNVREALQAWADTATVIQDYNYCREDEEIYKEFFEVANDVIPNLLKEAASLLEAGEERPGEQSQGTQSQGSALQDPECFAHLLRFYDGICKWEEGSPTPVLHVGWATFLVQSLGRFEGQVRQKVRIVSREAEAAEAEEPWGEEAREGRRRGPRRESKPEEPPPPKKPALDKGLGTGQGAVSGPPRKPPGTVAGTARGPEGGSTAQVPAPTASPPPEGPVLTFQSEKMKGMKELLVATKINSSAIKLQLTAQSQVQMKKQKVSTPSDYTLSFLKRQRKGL
# TSHR antagonist – antagonists of human thyroid stimulating hormone receptor | TSHR-expressing cells, TSH-stimulated cAMP HTRF, 2 h; active compounds read low | actives 0.2% (n = 330,000) | P16473 | activity change, negative = inhibition, % at 11.5 µM;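 active = activity change below a set negative limit, meaning inhibition stronger than a set level, cut at about -70% in these data; inconclusive = activity change between two set negative limits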; note: % is set by controls: 0 for no effect and ±100 for the full control effect
#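 TSHR-expressing cells were treated with compounds, then stimulated with TSH at EC80 (4nM final) for 2 hours at 37 deg C. Cellular cAMP was measured by HTRF competition between lysate cAMP and cAMP-d2 for a cryptate-labelled anti-cAMP antibody.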
# A-T KAP1 phos – potential ataxia-telangiectasia treatment. […] A-T fibroblasts, KAP-1 phosphorylation AlphaLISA; neocarzinostatin DNA damage 30 min before lysis. Potency, µM (doses to about 57.5 µM), for inactives: at the highest dose activation, hits mostly activators. actives 0.19% (n = 320,000); note: potency is the fitted concentration of half-maximal effect; % of control where 0% means no effect; nearly all actives have a fitted effect of over 45% in size
#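 ATM-like activity read as KAP-1 phosphorylation via AlphaLISA donor/acceptor antibody pairs after lysis and 6 hr at 25C. Cells were ATM-null patient fibroblasts ([…], hTERT), dosed 60 min, then exposed to the DSB inducer NCS for 30 min.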
# MBNL1 CUG block – MBNL1-poly(CUG) RNA binding inhibition; AID 2675; Q9NR56; Potency, µM (doses to about 57.5 µM), without a hit: at the top dose activity change, negative = inhibition, most hits filed as inhibitors; TR-FRET MBNL1-His/biotin-(CUG)12 binding, 665/545 ratio; actives 0.036% (n = 280,000); active = well fitted inhibition curve with a large enough effect in the signal ratio, with a control signal flat, not every such curve was filed as active; inconclusive = small, poorly fitted or top-dose-only effect, or effect the other way, or a change in a side signal; inactive = no such curve, though single readings can be large or run the other way; the % refers to the signal ratio; note: potency is the fitted concentration of half-maximal effect; % is set by controls: 0 for no effect and ±100 for the full control effect
# Target sequence (Q9NR56 whole entry, looked up): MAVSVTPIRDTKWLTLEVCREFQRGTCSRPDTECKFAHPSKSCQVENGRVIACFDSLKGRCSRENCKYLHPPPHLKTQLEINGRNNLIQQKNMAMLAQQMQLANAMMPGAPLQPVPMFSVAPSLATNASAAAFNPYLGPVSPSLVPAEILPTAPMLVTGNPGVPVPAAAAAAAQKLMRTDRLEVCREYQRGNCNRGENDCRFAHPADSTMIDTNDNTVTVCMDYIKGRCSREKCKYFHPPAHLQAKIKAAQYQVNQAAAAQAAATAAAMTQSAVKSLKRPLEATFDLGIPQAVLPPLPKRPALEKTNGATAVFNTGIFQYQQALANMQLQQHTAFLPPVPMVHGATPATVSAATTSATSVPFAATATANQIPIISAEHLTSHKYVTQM
#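 Compounds (final 92 nM to 58 uM) are added to His-tagged MBNL1 and biotin-(CUG)12, then terbium anti-His antibody and streptavidin-XL665 (5 nM final). After 60 min at room temperature, the 665/545 nm ratio is read.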
# CXXC DNA block – MLL CXXC-DNA interaction inhibition; actives 0.037% (n = 290,000); MLL-CXXC / FITC-HOXA9 DNA fluorescence polarization; Q03164; Potency, µM (highest dose often 115 µM), for inactives: at the highest dose activity change, negative = inhibition, hits mostly inhibitors; active = well fitted inhibition curve with a large enough effect in the polarisation, with a control signal flat, not every such curve was filed as active; inconclusive = small, poorly fitted or top-dose-only effect, or effect the other way, or a change in a side signal; inactive = no such curve, though single readings can be large or run the other way; the % refers to the polarisation; note: potency is the fitted concentration of half-maximal effect
#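 Steps: dispense CXXC domain solution (7 uM) → pin compounds or unlabeled HOX-A9 DNA control → 5 min ambient → add FLSN-HOX-A9 solution (50 nM) → spin → 30 min ambient → fluorescence polarization. Tris pH 7.5/NaCl/DTT/BSA buffer.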
# TCR activator – T cell receptor activation; 330,000 tested, under 10 active; primary human leukocytes, anti-CD3, IL-2 HTRF, 48 h; Potency, µM (doses to about 9.22 µM), for the others: at the highest dose activation of IL-2 secretion, hits mostly activators; note: % of control where 0% means no effect
#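 HTRF read-out of IL-2 secretion: europium cryptate donor excited at 320nm, d2 acceptor emission at 665nm. Cells were primary human leukocytes incubated 48 hr with compounds and a-CD3 beads, supplying TCR signal only.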
# The depositor's hits bear a star; ? = inconclusive; · = no result given; [ ] = remark or other dose. Unless noted, calls come from the whole dose curve; as a rule, active = well fitted curve in the direction sought with a large enough effect; inconclusive = small, poorly fitted or top-dose-only effect, or another doubt; inactive = no such curve, though single readings can be large; an effect the other way counts as inactive or inconclusive. This is a subset (hit frequency here may not be typical).
canonical_smiles,Mito fusion act,TSG101-PTAP inh,a7 integrin act,ASM inhibitor,Menin-MLL TR inh,TSHR antagonist,A-T KAP1 phos,MBNL1 CUG block,CXXC DNA block,TCR activator
Cc1cc(C)cc(N2C(=O)C=CC2=O)c1,·,-2.5%,-44.5%,3.3%,·,·,·,·,·,1.7%
CCOc1ccccc1NC(=O)C1CCCN1C(=O)OCc1ccccc1 (stereo not drawn),7.2%,0.5%,-5.9%,-1.6%,-6.8%,1.6,8.5%,0.7%,-1.5%,-4.4%
Cc1ccc(C)c2[nH]c(=O)c(CN(Cc3ccco3)C(=S)NCC3CCCO3)cc12 (stereo not drawn),-3.0%,-0.4%,-18.7%,-5.7%,?,-0.5,1.9%,-0.3%,-3.8%,-3.8%
Cc1nc2cc(C(=O)OCC(=O)Nc3cccc(Cl)c3)ccc2n1-c1ccccc1,?,-9.7%,23.4%,-13.6%,2.1%,-2.5,-0.4%,6.9%,9.7%,3.2%[46.1 µM]
O=C(NCC1CCCO1)c1ccc(Cn2c(=S)[nH]c3ccccc3c2=O)cc1 (stereo not drawn),-8.3%,-6.7%,23.7%,-1.7%,1.4%,-1.5,0.2%,7.9%,-4.2%,-4.5%
COCCn1c(N)c(N(Cc2ccccc2)C(=O)c2cc(=O)[nH]c3ccccc23)c(=O)[nH]c1=O,·,-7.5%,1.7%,6.9%,·,·,23.7%,·,·,0.4%
CC(OC(=O)c1ccc(NC(N)=O)cc1)C(=O)Nc1ccc2c(c1)OCCO2 (stereo not drawn),·,-0.6%,-39.8%,-0.3%,·,2.8,21.1%,·,·,1.0%[46.1 µM]
O=C(Nc1cc(NC(=O)c2ccccc2F)ccc1Cl)c1ccccc1,1.2%,-0.3%,?,-8.0%,-11.4%,-6.1,-1.5%,11.7%,-3.1%,2.5%
Fc1cccc(Nc2nc(N3CCOCC3)nc(N3CCOCC3)n2)c1,-4.6%,-6.7%,8.4%,-4.6%,8.2%,-13.4,11.3%,3.4%,-6.3%,-5.9%
CCN(C(=O)COC(=O)c1c(C)nn(-c2ccccc2)c1Cl)c1c(N)n(Cc2ccccc2)c(=O)[nH]c1=O,-0.7%,-1.5%,-0.1%,-0.9%,·,-6.3,-3.5%,·,·,5.2%
CC1(C)C(=O)OC(c2cc(Br)ccc2O)C(C)(C)C1=O (stereo not drawn),5.9%,-0.8%,21.8%,-2.2%,10.9%,1.2,-0.7%,?,10.0%,-0.8%[46.1 µM]
Cc1ccc(C(=O)NCc2ccc3c(c2)OCO3)o1,-2.1%,-10.4%,14.1%,4.4%,0.1%,8.8,-2.5%,-8.6%,-6.1%,-0.1%
COCC(=O)OCC(=O)Nc1cc([N+](=O)[O-])ccc1Cl,-4.0%,-5.3%,0.6%,-3.4%,11.2%,-1.7,0.7%,·,-2.8%,0.1%
COC(=O)c1ccc(Oc2cc(C)nc(Cl)n2)cc1,0.2%,-4.3%,18.2%,4.2%,-1.0%,1.7,0.0%,6.5%,16.4%,-1.8%
O=C(CSc1nnc(NC(=O)c2cccc(F)c2)s1)NC1CC1,7.1%,1.0%,-6.4%,5.7%,26.1%,12.6,-0.2%,-4.8%,13.6%,-3.1%
CCCCCn1c(=O)[nH]c2cc(C(=O)NCCCN3CCCCC3CC)ccc2c1=O (stereo not drawn),0.4%,-3.1%,-54.8%[inhibitor],41.1%,-24.5%,-3.1,10.1%,-2.6%,-2.1%,3.9%
Cc1ccc(S(=O)(=O)NCC(=O)N2CCCC2C(=O)O)cc1 (stereo not drawn),1.3%,-2.2%,7.1%,2.7%,-8.8%,6.9,1.5%,-3.8%,43.8%[activator],1.9%
COc1cccc(CNC(=O)c2ccc(CS(=O)(=O)Cc3ccccc3C)o2)c1,14.7%,-0.3%,0.0%,2.4%,11.5%,3.0,0.3%,-5.3%,-0.7%,1.7%
C=CCN(c1ccccc1)S(=O)(=O)c1cccc(C(=O)N2CCCC2)c1,3.3%,-2.9%,14.5%,1.8%,·,-2.5,-6.0%,·,·,2.8%
COc1ccccc1C(=O)NC(CCSC)C(=O)NNC(=O)c1ccccc1O (stereo not drawn),3.2%,-1.4%,-20.0%,-0.1%,·,-0.9,-17.8%,·,·,-1.3%
COC(=O)c1c(NC(=O)CN2C(=O)NC3(CCCCC3C)C2=O)sc2c1CCC2 (stereo not drawn),18.9%,-2.9%,-2.6%,-13.2%,·,11.3,1.9%,·,·,-32.2%
Cc1ccc(CS(=O)(=O)CCC(=O)NCCCOC(C)C)cc1,-0.4%,-10.2%,-4.6%,-1.0%,13.0%,6.6,-0.2%,-7.2%,1.8%,-1.2%
O=C(NCC1CCCCC1)c1ccc([N+](=O)[O-])cc1,-9.9%,-11.2%,?,-0.8%,1.5%,-12.6,-6.1%,?,11.1%,-4.0%
CCOC(=O)[C@@H]1[C@H]2COc3ccccc3[C@H]2N2C(=O)N(c3cccc(C)c3)C(=O)[C@]12C,·,-1.8%,37.1%,-5.3%,·,-5.3,-2.8%,·,·,-0.2%
NS(=O)(=O)c1ccc(CCNC(=O)COC(=O)C2CCN(c3ccc(C(F)(F)F)cn3)CC2)cc1,6.7%,0.3%,2.6%,·,·,·,-0.5%,·,·,8.2%
Cc1n[nH]c(=O)n1-c1ccc(C(C)C)cc1,17.6%,-0.2%,-10.5%,-0.2%,8.1%,10.8,-2.7%,-5.3%,-1.1%,-2.3%
CCC(=O)c1ccccc1OCC(=O)Nc1c(C)cccc1C,2.5%,-3.9%,5.8%,0.7%,-19.0%,-1.2,-5.6%,-7.0%,-3.8%,0.3%
C=C(C)Cn1c(CNC(C)=O)nc2ccccc21,-2.6%,-2.4%,14.0%,-0.3%,6.9%,0.2,-7.8%,0.4%,3.6%,0.5%[46.1 µM]
O=C1NC(=O)/C(=C\c2ccccc2OCc2cccc([N+](=O)[O-])c2)N1,-5.6%,0.0%,-9.7%,-0.2%,27.4%,-16.4,5.2%,·,9.2%,15.2%[46.1 µM]
Cn1c(=N)n(CC(O)c2ccco2)c2ccccc21 (stereo not drawn),2.4%,-2.3%,-7.1%,0.3%,1.7%,7.4,-1.9%,-4.8%,-1.4%,3.6%
O=C1CCC([N+](=O)[O-])C(c2cc(Br)ccc2F)N1 (stereo not drawn),-0.9%,1.9%,7.9%,1.1%,4.6%,0.3,-13.9%,-8.5%,-2.4%,·
COc1cc(NC(=O)C[n+]2ccc(C(=O)c3ccccc3)cc2)cc(OC)c1,·,-0.9%,5.0%,-9.1%,·,6.6,-0.7%,·,·,0.6%
Cc1onc(-c2c(F)cccc2Cl)c1C(=O)NC1CC1,-1.8%,3.5%,10.5%,2.6%,·,-10.7,5.2%,-1.7%,-0.5%,12.0%
Nc1nnc(SCC(=O)Nc2ccc(S(=O)(=O)N3CCOCC3)cc2)s1,1.9%,0.3%,-20.8%,-0.4%,·,-4.9,-1.2%,1.2%,-6.7%,2.2%
O=C1CC(c2ccccc2)CC(O)=C1C=NC1CCCCC1 (stereo not drawn),2.9%,·,28.1%,-0.7%,6.8%,-1.1,-1.8%,?,-19.8%,·
C=CCc1ccccc1OCC(O)CN1CCN(c2ccccc2F)CC1 (stereo not drawn),13.0%,-0.3%,0.0%,1.3%,-4.4%,-12.5,6.8%,-4.6%,-0.9%,4.2%
Cc1ccc(NC(=O)CCOc2ccccc2)cc1S(=O)(=O)Nc1ccccc1Cl,4.7%,-2.6%,-4.2%,-8.9%,?,-22.9,20.4%,-9.0%,-4.1%,-6.7%[46.1 µM]
O=C(O)c1ccccc1C(=O)N1CCN(C(=O)c2ccccc2Cl)CC1,3.1%,-1.2%,5.3%,1.9%,-9.1%,-0.2,13.0%,-9.5%,-0.5%,2.3%
O=C(NCc1ccc2c(c1)OCO2)C(C(=O)c1ccccc1)n1cc(Cl)ccc1=O (stereo not drawn),-9.4%,2.5%,16.8%,-4.5%,-0.9%,7.5,0.8%,-0.7%,3.2%,-6.4%[46.1 µM]
CSc1ccc(CN2CCC(C(=O)NCc3ccc(C)cc3)CC2)cc1,?,-0.4%,-29.2%,8.0%,-23.1%,7.4,1.9%[11.5 µM],-0.5%,0.2%,4.2%
COc1ccc(/C=C/c2noc(-c3ccccc3OC(C)=O)n2)cc1,7.6%,1.1%,?,-4.0%,?,0.7,15.2%,0.1%,-6.3%,7.3%
